NTR1 ag: NTR1-driven beta-arrestin-GFP spot formation – imaging, U2OS cells, high content, primary screen (AID 493036); agonist mode; activation, % at 20 µM; actives 0.17% (n = 330,000);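 active = activation at or above 40% of the spot to cytoplasm intensity ratio, with at least 20 cells analyzed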;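 also: 0% = DMSO without peptide and 100% = 100 nM NTR1 peptide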
Target sequence (P30989 whole entry, looked up): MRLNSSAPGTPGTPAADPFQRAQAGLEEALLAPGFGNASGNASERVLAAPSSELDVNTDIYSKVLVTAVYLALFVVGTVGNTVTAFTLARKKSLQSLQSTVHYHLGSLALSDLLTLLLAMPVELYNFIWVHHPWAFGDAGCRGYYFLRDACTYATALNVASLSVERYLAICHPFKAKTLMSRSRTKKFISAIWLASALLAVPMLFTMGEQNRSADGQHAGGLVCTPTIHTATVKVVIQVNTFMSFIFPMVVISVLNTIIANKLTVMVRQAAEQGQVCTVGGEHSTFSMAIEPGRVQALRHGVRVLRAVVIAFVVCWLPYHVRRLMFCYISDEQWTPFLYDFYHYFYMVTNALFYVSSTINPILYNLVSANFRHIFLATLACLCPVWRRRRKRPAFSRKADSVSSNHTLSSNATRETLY
NTR1 ag cell count 20 µM: recorded beside NTR1 ag, whose call it bears; cell count; measured here: cell count, cytotoxicity flag
* = called active by the depositor.

entry | mol | NTR1 ag cell count 20 µM | NTR1 ag
1 | COc1ccc2[nH]c3c(c2c1)CCN1C(=O)C(CC(=O)NC/C=C(\C)CCC=C(C)C)C[C@H](C(=O)N2CCOCC2)[C@@]31CCC1CCCC1 (stereo partly specified) | 33 | -1.6
2 | O=C(C1CCC1)N1CCN(S(=O)(=O)c2cccc(F)c2)CC1 | 59 | 0.5
3 | Cc1ccc(C(=O)COC(=O)CNC(=O)c2ccccc2)s1 | 59 | 6.8
4 | CCOC(=O)c1cc2c(=O)n3ccccc3nc2n(C)c1=NC(=O)c1c(-c2c(F)cccc2Cl)noc1C | 72 | 10.0
5 | Cc1cccc([C@@H]2[C@@H]3C(=O)N(Cc4ccccc4)C(=O)[C@@H]3[C@]3(Cc4ccccc4)C(=O)N(c4cccc(Cl)c4)C(=O)N23)c1 | 93 | 15.6
6 | CCc1ccc(-c2ccc3nnc(SCC(=O)NCC4CCCO4)n3n2)cc1 (stereo unspecified) | 53 | 1.8
7 | CCOc1ccc(CCNC(=O)COC(=O)Cc2ccc(F)cc2)cc1OCC | 48 | 0.9
8 | COc1cc(OC)cc(C(=O)N[C@H](C(=O)OCC(=O)c2c[nH]c3ccccc23)C(C)C)c1 | 60 | 0.0
9 | Cc1nn(-c2ccccc2)c(C)c1NC(=O)COC(=O)c1cccc(OC(F)F)c1 | 65 | -0.2
10 | CSc1ncccc1C(=O)OCC(=O)Nc1ccc2c(c1)CCC2 | 64 | -1.1

Exported with two lines to a compound: 4 of the compounds above.
Below each SMILES – NTR1 ag cell count 20 µM | NTR1 ag
(3) Cc1ccc(C(=O)COC(=O)CNC(=O)c2ccccc2)s1
    59 | 6.8
(8) COc1cc(OC)cc(C(=O)N[C@H](C(=O)OCC(=O)c2c[nH]c3ccccc23)C(C)C)c1
    60 | 0.0
(7) CCOc1ccc(CCNC(=O)COC(=O)Cc2ccc(F)cc2)cc1OCC
    48 | 0.9
(10) CSc1ncccc1C(=O)OCC(=O)Nc1ccc2c(c1)CCC2
    64 | -1.1

Next section:
entry | mol | NTR1 ag cell count 20 µM | NTR1 ag
11 | CCOC(=O)C1=CN(Cc2cccc(F)c2)S(=O)(=O)NC1c1ccc(Br)cc1F (stereo unspecified) | 73 | 4.9
12 | CC(C)c1ccc(/C=N/NC(=O)c2ccc(-n3cnnn3)cc2)cc1 | 48 | 0.2
13 | COc1ccccc1[C@H]1C(c2cccc(Cl)c2)=NN(c2ccccc2)[C@@H]1CO | 66 | 10.8
14 | Cc1c(C(=O)Nc2cccc(S(=O)(=O)N3CCOCC3)c2)oc2ccc(Br)cc12 | 63 | 3.0
15 | O=C(CNC(=O)c1ccccc1F)OCn1nnc2ccccc2c1=O | 68 | 1.1
16 | CN(C(=O)c1ccc(NC(=O)Cc2ccc(NC(=O)C3CCN(C(=O)C4CCCCC4)CC3)cc2)cc1)C1CC1 | 57 | 0.9
17 | CCOc1ccc(NC(=O)CSc2nc(=O)n(Cc3cccnc3)c3c2CCC3)cc1 | 63 | -0.3
18 | O=C(NCC1CCCO1)c1ccc(S(=O)(=O)Nc2ccc(F)cc2)cc1 (stereo unspecified) | 75 | 0.3
19 | O=C(CNc1cccc(S(=O)(=O)N2CCCCCC2)c1)Nc1cccc([N+](=O)[O-])c1 | 56 | 1.6
20 | CCN(CC(=O)Nc1ccc(NC(C)=O)cc1)C(=O)c1c(C)nn(-c2ccc(F)cc2)c1Cl | 43 | 0.9
21 | CCOc1ccc(C=NNC(=O)c2ccc(-n3cnnn3)cc2)cc1 | 63 | 0.9
22 | Cc1ccc(S(=O)(=O)NCc2ccccc2)cc1C(=O)N1CC(C)CC(C)C1 (stereo unspecified) | 56 | 2.0
23 | O=C(CSc1nnc(-c2cccnc2)o1)Nc1cccc(F)c1 | 63 | -0.7
24 | O=S(=O)(Nc1ccc(-c2ccc(N3CCOCC3)nn2)cc1)c1ccc(Cl)c(Cl)c1 | 68 | 4.5
25 | O=C(CNc1cccc(S(=O)(=O)N2CCCC2)c1)Nc1ccc(F)cc1F | 56 | 0.3
26 | Cc1ccc(CNC(=O)COc2cccc3c2OC(C)(C)C3)cc1 | 76 | 0.5
27 | CN(CC(=O)Nc1ccc(F)c(F)c1F)C(=O)C1=NN(c2ccccc2)C(=O)CC1 | 52 | 0.9
28 | Nc1nccnc1C(=O)OCC(=O)NCCc1ccc(Cl)cc1 | 48 | 2.7
29 | CC(Oc1ccc(Br)cc1)C(=O)NCC(c1cccs1)N1CCOCC1 (stereo unspecified) | 52 | 0.2
30 | Cc1c(Cl)cccc1NC(=O)C1CC2CCC1C2 (stereo unspecified) | 35 | 0.0
31 | Cc1noc(C)c1COc1ccccc1C(=O)NCCc1ccccc1 | 69 | 1.2
32 | O=C(COC(=O)c1ncc(Cl)c(Cl)c1Cl)NCCc1ccccc1 | 53 | 0.8
33 | CCN(C(=O)COC(=O)c1ccccc1OCc1ccc(Cl)cc1)C1CCS(=O)(=O)C1 (stereo unspecified) | 57 | 2.9
34 | CC(=O)Nc1ccc(NC(=O)CSc2ncc(C(=O)Nc3ccc(Cl)cc3)c(=O)n2C)cc1 | 74 | -0.4
35 | CN(C)C1=NC[C@H](Cc2ccccc2)N1CCCC1CCCC1 | 99 | 8.7
36 | COc1ccc(NC(=O)COC(=O)CCNC(=O)c2ccco2)cc1Cl | 67 | 0.9
37 | O=C(COC(=O)c1ccccc1Br)NC1CCCCCCC1 | 51 | 6.5
38 | O=C(c1cccc(S(=O)(=O)N2CCOCC2)c1)N(Cc1ccco1)Cc1cccs1 | 50 | -1.7
39 | O=C(COC(=O)c1cncc(Br)c1)NCc1cccs1 | 63 | -1.4
40 | COc1cccc(/C=C/C(=O)NNC(=O)c2ccncc2)c1 | 61 | -1.3
41 | O=C(OCC(=O)N1CCN(c2ccccc2)CC1)c1cc(Br)ccc1Cl | 55 | -0.3
42 | Cc1nc(-c2ccc(F)cc2)c(CC(=O)N2CCN(S(=O)(=O)c3cccc(Cl)c3)CC2)s1 | 76 | 1.1
43 | CS(=O)(=O)c1ccc(Cl)c(NC(=O)CSc2nc3ccccc3c(=O)n2Cc2ccco2)c1 | 70 | 13.6
44 | CSCCC(NC(=O)c1ccc(Cl)cc1Cl)C(=O)N(C)Cc1nc2ccccc2c(=O)[nH]1 (stereo unspecified) | 69 | 0.8
45 | COCCN(C(=O)CSc1nnc(C)n1-c1ccc(C)cc1)c1c(N)n(Cc2ccccc2)c(=O)[nH]c1=O | 80 | -0.6
46 | Nc1nnc(SCC(=O)Nc2cccc(Cl)c2)s1 | 49 | -1.4
47 | CC1(C(=O)OCC(=O)NC(=O)c2ccccc2)CC1(Cl)Cl (stereo unspecified) | 58 | -1.4
48 | CCOC(=O)C1CCCN(S(=O)(=O)c2ccc(S(=O)(=O)N3CCCC3)cc2)C1 (stereo unspecified) | 60 | 0.3
49 | CCC(CC)NC(=O)c1cc(S(=O)(=O)N2CCCCC2)ccc1N1CCOCC1 | 51 | 0.9
50 | CC[C@]12c3[nH]c4cc(CCC(=O)N(C)C)ccc4c3CCN1C(=O)[C@@H](CC(=O)NCCN1CCOCC1)C[C@@H]2C(=O)N1CCN(C(=O)c2ccco2)CC1 | 64 | 1.2
51 | Cc1ccc(NC(=O)COC(=O)CN2C(=O)c3ccccc3C2=O)cc1 | 77 | 4.6
52 | COC(=O)Cc1csc(NC(=O)c2ccc3ncsc3c2)n1 | 106 | 1.6
53 | COc1ccc(/C=C/C(=O)N(C)C2CCS(=O)(=O)C2)cc1 (stereo unspecified) | 56 | 1.5
54 | C[C@@H](CSc1ccc(Br)cc1)CN1CC[C@H](C(C)(C)C)CCC1=O | 62 | 8.5
55 | COc1ccc(CNC(=O)C(=O)N2CCC3(CC2)OCCN3S(=O)(=O)c2ccc(C)cc2)cc1 | 70 | 0.6
56 | COc1ccc(Br)c(C(=O)OCC(=O)N2CCc3ccccc32)c1 | 61 | 0.6
57 | COc1ccc(NC(=O)COC(=O)c2ccc(S(=O)(=O)N3CCCCCC3)cc2)c(OC)c1 | 78 | 5.2
58 | CC(CCc1ccccc1)NC(=O)CCNS(=O)(=O)c1ccccc1 (stereo unspecified) | 67 | 1.3
59 | Cc1noc(C)c1NC(=O)N(C)C[C@H]1Oc2c(NC(=O)C3CC3)cccc2C(=O)N([C@H](C)CO)C[C@@H]1C | 40 | -2.5
60 | CCOC(=O)c1c(C)[nH]c(C(=O)COC(=O)c2ccc([N+](=O)[O-])o2)c1C | 69 | 3.1

(more compounds)
entry | mol | NTR1 ag cell count 20 µM | NTR1 ag
61 | COc1cccc(CC(=O)Nc2cc(S(=O)(=O)N3CCCCC3)ccc2C)c1 | 56 | 2.4
62 | COc1ccccc1CNC(=O)c1cc(-c2ccccc2C)nn1CC1CC(c2cccnc2)=NO1 (stereo unspecified) | 53 | -0.8
63 | Cc1cc(C)c(C(=O)COC(=O)c2c(C)noc2C)cc1C | 53 | 1.2
64 | CC/C(=N/NC(=O)c1ccc2c(c1)OCO2)c1ccccc1O | 61 | 0.0
65 | COC(=O)c1cc(Oc2ccc(S(=O)(=O)N3CCOCC3)cc2[N+](=O)[O-])cc(C(=O)OC)c1 | 59 | 0.8
66 | CN1CCN(c2ccc(S(=O)(=O)N3CCOCC3)cc2NC(=O)CC(C)(C)C)CC1 | 60 | 0.7
67 | CCC(C)Sc1ccc([C@H]2N[C@@](Cc3ccccc3)(C(=O)OC)[C@H]3C(=O)N(CC)C(=O)[C@@H]23)cc1OC (stereo partly specified) | 90 | 5.2
68 | COCC(C)n1c(C)cc(C(=O)CN2c3cccc4cccc(c34)S2(=O)=O)c1C (stereo unspecified) | 58 | -0.3
69 | COc1ccc(Cl)cc1C(=O)OCC(=O)N(CC(C)C)c1c(N)n(Cc2ccccc2)c(=O)[nH]c1=O | 45 | -0.8
70 | C=CCN1C(=O)c2ccc(C(=O)Nc3ccccn3)cc2C1=O | 49 | 0.6

Compounds 62 through 67, quoted:
entry | mol | NTR1 ag cell count 20 µM | NTR1 ag
62 | COc1ccccc1CNC(=O)c1cc(-c2ccccc2C)nn1CC1CC(c2cccnc2)=NO1 (stereo unspecified) | 53 | -0.8
63 | Cc1cc(C)c(C(=O)COC(=O)c2c(C)noc2C)cc1C | 53 | 1.2
64 | CC/C(=N/NC(=O)c1ccc2c(c1)OCO2)c1ccccc1O | 61 | 0.0
65 | COC(=O)c1cc(Oc2ccc(S(=O)(=O)N3CCOCC3)cc2[N+](=O)[O-])cc(C(=O)OC)c1 | 59 | 0.8
66 | CN1CCN(c2ccc(S(=O)(=O)N3CCOCC3)cc2NC(=O)CC(C)(C)C)CC1 | 60 | 0.7
67 | CCC(C)Sc1ccc([C@H]2N[C@@](Cc3ccccc3)(C(=O)OC)[C@H]3C(=O)N(CC)C(=O)[C@@H]23)cc1OC (stereo partly specified) | 90 | 5.2

(more compounds)
entry | mol | NTR1 ag cell count 20 µM | NTR1 ag
71 | COc1ccc(OCC(=O)NC2CCSc3ccccc32)cc1 (stereo unspecified) | 68 | -0.5
72 | CCOC(=O)C1=C(c2ccccc2)NC(=O)NC1c1cc(OC)c(OC)c(OC)c1 (stereo unspecified) | 49 | 0.2
73 | COc1ccc(-c2cc(CCC(=O)N3CCN(c4cc(C)ccc4C)CC3)on2)cc1 | 49 | 4.2
74 | CCC1(c2ccccc2)NC(=O)N(C)C1=O (stereo unspecified) | 70 | 2.3
75 | O=C(COC(=O)CNS(=O)(=O)c1ccc(Br)cc1Cl)NC1CCCC1 | 64 | -0.9
76 | COCCN(C(=O)CSc1ccc2c(c1)OCCO2)c1c(N)n(CC(C)C)c(=O)[nH]c1=O | 53 | 2.3
77 | CCOC(=O)C1=CN(Cc2cccc(F)c2)S(=O)(=O)N(C)C1c1ccc2ccccc2c1 (stereo unspecified) | 70 | -0.6
78 | Cc1nnc(NC(=O)C2CCN(S(=O)(=O)c3cc([N+](=O)[O-])ccc3Cl)CC2)o1 | 52 | 0.3
79 | CCN(CC)CCCn1c2c(c(SCC(=O)Nc3ccc(C)c(F)c3)nc1=O)CCC2 | 73 | 0.4
80 | COC(=O)[C@]1(C)N[C@H](CN(C)C(=O)Nc2ccc(Cl)cc2)[C@@H]2C(=O)N(Cc3ccccc3)C(=O)[C@@H]21 | 60 | 0.9
81 | COc1ccc(CC(=O)OCC(=O)N2CCN(S(=O)(=O)c3ccc(C)cc3C)CC2)cc1 | 61 | -0.4
82 | O=C(COC(=O)/C=C/c1ccc(F)cc1)NC1CC1 | 52 | -1.4
83 | CCc1ccc(C(=O)NNC(=O)c2cccc(S(=O)(=O)N3CCN(C)CC3)c2)cc1 | 42 | 0.4
84 | C[C@H](CO)N1C[C@H](C)[C@@H](CN(C)Cc2ccc(-c3ccccc3)cc2)Oc2c(NC(=O)Nc3ccc(C(F)(F)F)cc3)cccc2C1=O | 57 | 7.1
85 | CCc1noc(C)c1C(=O)OCC(=O)NCc1ccccc1OC | 88 | -0.2
86 | COc1ccccc1C(=O)COC(=O)Cc1c[nH]c2ccccc12 | 52 | 0.4
87 | COC(=O)/C=C/C1=CN(Cc2ccccc2)CCC1=O | 42 | 1.2
88 | O=C(NC1(Cc2ccccc2)CCN(CCCc2ccccc2)C1=O)c1ccccc1 (stereo unspecified) | 60 | 4.4
89 | Cc1ccc(C)c(S(=O)(=O)N2CCCCC2CCNC(=O)C(=O)NCc2cccnc2)c1 (stereo unspecified) | 60 | 0.7
90 | Ic1ccc(N2CCN(Cc3c[nH]c4ncccc34)CC2)cc1 | 65 | 1.3
91 | Cc1ccc(C(=O)OCC(=O)NC2CCCCC2)cc1S(=O)(=O)N1CCCCC1 | 69 | -1.8
92 | CCN(CC)C(=O)[C@H]1CC(CC(=O)NCCCN(C)C)C(=O)N2CCc3c([nH]c4ccc(OC)cc34)[C@]12C (stereo partly specified) | 47 | 3.6
93 | CC(C)c1ccccc1NC(=O)C1CCCN(C(=O)c2ccc(Cl)cc2)C1 (stereo unspecified) | 58 | -0.9
94 | COc1cccc(CN(C)C(=O)c2cccc(S(=O)(=O)NCc3ccccc3)c2)c1OC | 69 | 0.4
95 | O=C(Nc1ccc(F)c(Cl)c1)C1CC2CCC1C2 (stereo unspecified) | 60 | -0.8
96 | CC1CN(S(=O)(=O)c2cccc(C(=O)Nc3ccc(S(=O)(=O)NC4=NCCCCC4)cc3)c2)CC(C)O1 (stereo unspecified) | 67 | -0.1
97 | CCN(CC(=O)NCc1ccc(Cl)cc1)C(=O)CSc1cc(C)ccc1C | 56 | 1.4

A portion of the library; count on the stated rates, not on these rows.
